LDHA inh = inhibitors of human lactate dehydrogenase A. activity change, % (values are at about 110 or 230 µM). purified LDHA, NADH/diaphorase-resazurin fluorescence; active compounds read low. AID 1347041. 480,000 compounds, 0.15% hits; in the data active means activity change below about -30%; inconclusive means mostly about -25% to -30%;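 further: plate controls were DMSO wells for no effect and wells without enzyme for full effect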
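Resorufin fluorescence (ex540/em590), read at 0 and 20 min after diaphorase/resazurin addition, reports the NADH left after a 5 min room-temperature reaction of 2 nM human LDH5 with 0.06 mM NADH and 0.2 mM pyruvate.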
Anesthetic bind = candidate novel general anesthetic via apoferritin binding | apoferritin/1-aminoanthracene competitive binding, fluorescence | AID 485281 | Potency, µM (doses to about 77.5 µM), inactives show top-dose activity change, negative = displacement, usual class: inhibitors | P02791 | 350,000 compounds, 0.074% hits; further: potency means the concentration at half of the fitted maximal effect; on the % scale 0 is the no-effect control and ±100 the full control effect; nearly all actives have a fitted effect of over 20% in size
Target sequence (P02791 2-175 limits assumed): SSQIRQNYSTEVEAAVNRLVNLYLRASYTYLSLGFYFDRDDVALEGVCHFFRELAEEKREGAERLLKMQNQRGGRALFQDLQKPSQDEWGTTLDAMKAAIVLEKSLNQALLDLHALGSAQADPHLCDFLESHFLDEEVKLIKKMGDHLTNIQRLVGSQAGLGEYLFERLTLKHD
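Concentration-response curves derived by four-parameter Hill fitting of normalized fluorescence, where compounds displaced 1-AMA from 10 uM horse apoferritin following a brief 10 min room-temperature incubation; propofol titration acted as positive control.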
RGS4 inh = inhibitors of human regulator of G protein signaling 4. P49798. Transcreener GDP fluorescence polarization, RGS4-accelerated GTP hydrolysis. Potency, µM (highest dose often 114 µM), without a hit: top-dose activity change, negative = inhibition, most hits filed as inhibitors. 390,000 compounds, 0.039% hits; further: potency means the concentration at half of the fitted maximal effect; on the % scale 0 is the no-effect control and ±100 the full control effect; nearly all actives have a fitted effect of over 75% in size; some results filed as inactive show a strong effect at the top dose
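MLSMR compounds (23 nl, pin-transferred) preincubated 10 min at room temperature with a 500nM (2x) first reagent, then RGS4 at 900nM (2x) plus Transcreener GDP mix added; fluorescence polarization (620/688 nm) read before and after 90 min at 30 °C.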
APE1 inh = blocks human APE1 abasic DNA cleavage; recombinant APE1, TAMRA/BHQ-2 abasic DNA cleavage fluorescence; Potency, µM (highest dose often 65.8 µM), without a hit: top-dose activity change, negative = inhibition, hits mostly inhibitors; 350,000 compounds, 0.35% hits; AID 2517;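 further: potency means the concentration at half of the fitted maximal effect; plate controls were vehicle for no effect and reference inhibitor for full effect; nearly all actives have a fitted effect of over 55% in size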
Target sequence (P27695 whole entry, looked up): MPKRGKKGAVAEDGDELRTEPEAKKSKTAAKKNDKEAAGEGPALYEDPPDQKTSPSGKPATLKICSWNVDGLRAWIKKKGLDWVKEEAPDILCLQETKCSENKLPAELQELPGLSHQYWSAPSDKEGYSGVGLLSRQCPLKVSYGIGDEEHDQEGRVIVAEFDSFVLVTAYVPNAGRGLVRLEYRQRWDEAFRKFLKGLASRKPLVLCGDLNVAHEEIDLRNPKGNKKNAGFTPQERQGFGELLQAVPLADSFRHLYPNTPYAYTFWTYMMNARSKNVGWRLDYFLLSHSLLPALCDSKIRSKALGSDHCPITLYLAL
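Incision of a quenched TAMRA/BHQ-2 THF abasic-site duplex (50 nM) by 0.75 nM APE1, after 15 min compound preincubation, measured as fluorescence increase over three 60 s reads. Values normalized to buffer, DMSO and NSC13755 control wells.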
12-LOX inh = inhibitors of human 12S-lipoxygenase ALOX12; P18054; purified 12hLO, xylenol orange hydroperoxide absorbance; Potency, µM (titrated, usually from 108 µM), for the others: at the top dose activity change, negative = inhibition, usual class: inhibitors; 580,000 compounds, 1.1% hits; AID 1671190; further: potency means the concentration at half of the fitted maximal effect; on the % scale 0 is the no-effect control and ±100 the full control effect
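Purified human 12hLO at 150 nM in 25 mM Hepes, 0.01% Triton X-100, pH 7.0, preincubated 15 min at room temperature with compound. Reaction started with 40 uM arachidonic acid, 30 min at room temperature. Hydroperoxide measured by Fe-xylenol orange, 573/405 nm absorbance ratio.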
POLH inh = blocks human DNA polymerase eta activity | Q9Y253 | recombinant Pol eta, fluorescent DNA replication assay | Potency, µM (series often up to 114 µM), for the others: at the top dose activity change, negative = inhibition, actives largely listed as inhibitors | 390,000 compounds, 1.2% hits; further: potency means the concentration at half of the fitted maximal effect; on the % scale 0 is the no-effect control and ±100 the full control effect
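Fluorescent replication assay: 50 nM final substrate added after a 15 min room-temperature compound preincubation with 10 nM enzyme. Signal taken at 0 min and again at 10 min.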
POLK inh = blocks human DNA polymerase kappa activity; 400,000 compounds, 0.53% hits; purified Pol kappa, fluorescent DNA synthesis assay, 10 min; Q9UBT6; Potency, µM (series often up to 107 µM), for the others: top-dose activity, negative = inhibition, hits mostly inhibitors; further: potency means the concentration at half of the fitted maximal effect; on the % scale 0 is the no-effect control and ±100 the full control effect
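Here, compound and 10 nM enzyme are combined for 15 min at room temperature; adding 50 nM substrate (final) starts DNA synthesis, tracked by fluorescence at 0 and 10 min against buffer-only wells.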
ERG Ets-DNA blk = inhibitors of human ERG Ets domain-DNA interaction. P11308. fluorescence polarization, His-ERG Ets domain / labelled DNA. Potency, µM (titrated, usually from 76.9 µM), inactives show at the top dose FP activity, negative = inhibition, usual class: inhibitors. 370,000 compounds, 0.028% hits; active means well fitted inhibition curve with a large enough effect in the polarisation, with a control signal flat; inconclusive means small, poorly fitted or top-dose-only effect, or effect the other way, or a change in a side signal; inactive means no such curve, though single readings can be large or run the other way; the % refers to the polarisation;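 further: polarization taken with two DNA probes labelled with fluorescein and Texas red; potency means the concentration at half of the fitted maximal effect; % of control where 0% means no effect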
Target sequence (P11308 whole entry, looked up, the tested form may be a part): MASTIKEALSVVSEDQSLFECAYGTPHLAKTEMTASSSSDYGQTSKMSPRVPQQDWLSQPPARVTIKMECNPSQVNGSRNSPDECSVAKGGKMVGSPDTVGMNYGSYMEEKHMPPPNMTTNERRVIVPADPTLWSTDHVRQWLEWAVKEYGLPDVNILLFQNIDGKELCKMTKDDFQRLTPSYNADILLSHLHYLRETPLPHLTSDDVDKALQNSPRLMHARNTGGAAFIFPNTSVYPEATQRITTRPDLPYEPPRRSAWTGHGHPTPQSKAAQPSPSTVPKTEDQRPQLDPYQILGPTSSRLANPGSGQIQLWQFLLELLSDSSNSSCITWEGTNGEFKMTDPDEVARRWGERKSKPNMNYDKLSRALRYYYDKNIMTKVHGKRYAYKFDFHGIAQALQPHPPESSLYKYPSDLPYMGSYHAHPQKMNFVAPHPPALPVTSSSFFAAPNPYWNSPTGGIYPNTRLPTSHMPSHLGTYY
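His-tagged ERG Ets domain (1 uM in the protein solution; 300mM KCl, 50mM Tris-HCl, 1mM EDTA, 1mM DTT, pH 7.5) received compound, then a probe mix of 5 nM fluorescein-DNA and 100nM Texas-615-DNA. Fluorescence polarization was read for both dyes.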
POLB inh = blocks human DNA polymerase beta activity; P06746; Pol beta primer extension/strand displacement, fluorescence kinetic; Potency, µM (highest dose often 114 µM), for inactives: top-dose activity change, negative = inhibition, most hits filed as inhibitors; 340,000 compounds, 1.3% hits; AID 485314; further: potency means the concentration at half of the fitted maximal effect; on the % scale 0 is the no-effect control and ±100 the full control effect
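Homogeneous kinetic assay of primer extension and strand displacement by 10 nM Pol beta, preincubated 15 min at room temperature with compound before 50 nM substrate (final) was added. Read at 0 and 10 min; four-parameter Hill fit.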
The depositor's hits bear a star; ? = inconclusive; . = no result given; & = joins results of further samples; [ ] = dose if it differs, or a comment. Unless noted, the call rests on the fitted dose curve; in most records, active means well fitted curve in the direction sought with a large enough effect; inconclusive means small, poorly fitted or top-dose-only effect, or another doubt; inactive means no such curve, though single readings can be large; an effect the other way counts as inactive or inconclusive.

molecule | LDHA inh | Anesthetic bind | RGS4 inh | APE1 inh | 12-LOX inh | POLH inh | POLK inh | ERG Ets-DNA blk | POLB inh
CC1Cc2ccccc2N1C(=O)COc1nc2ccccc2nc1N1CCOCC1 (stereo not given) | -1.5 | -11.4% | -15.5% | 1.9% | ? | -13.8% | -5.6% | -0.9% | 24.6%
C/C(=N\O)C(=O)NCCN1CCCCC1 | -7.6 | -14.0% | -6.8% | -3.0% | -1.4%[57.4 µM] | -10.3% | 0.1% | . | 15.8%
CN1CCN(c2ccc(NC(=O)c3ccc(-c4ccc(Br)cc4)o3)cc2)CC1 | -4.2 | ? | 17.2% | 20.2% | 50.1µM* | -9.3% | -15.0% | 7.8% | 0.0%
Cc1ccccc1C(=O)NNC(=O)c1ccc2nc[nH]c2c1 | 6.6 | . | 11.5% | 6.2% | 0.4% | ? | -15.9% | -1.6% | .
O=C(NC1CCN(C(=O)c2cccs2)CC1)c1ccccc1 | -9.0 | 4.0% | 0.6% | -1.4% | 4.5% | -22.6% | 0.9% | 3.5% | 0.8%
CCCC(CCC)=NNC(=O)c1ccccc1F | -1.1 | 2.5% | -27.3% | -6.0% | 4.3% | -10.3% | 5.0% | 2.6% | 2.7%
COc1cccc(CNC(=O)Cc2ccc(-c3ccccc3)cc2)c1 | -3.7 | -9.1% | -28.0% | 28.9% | 21.6% | -19.7% | -10.1% | -3.0% | -0.8%
CC(C)N=C1NN=C(c2cccs2)CS1 | -10.0 | -8.4% | -9.2% | 6.2% | 9.3% | -14.3% | -8.7% | -0.8% | 14.8%
CC(C)n1cnc2c(N(C)c3ccccc3)nc(N(CCN(C)C)Cc3ccccc3)nc21 | 0.1 | -16.0% | 18.4% | 3.7% | -19.1% | -9.5% | -4.4% | -9.3% | -0.3%
CCOC(=O)N1CCN(C(=S)Nc2ccccc2C)CC1 | 2.1 | -0.2% | -10.4% | 15.0% | -15.8% | -5.2% | 1.3% | 10.0% | 31.8%
Cn1c(=O)c2c(-c3ccccc3Br)n(C(C)(C)C)cc2n(C)c1=O | -0.9 | -13.0% | 16.7% | . | -26.9% | -4.6% | -8.9% | -2.9% | -13.5%
Cc1ccc(N(C)S(=O)(=O)c2nnc(NC(=O)c3ccco3)s2)cc1 | -4.2&-5.8 | 0.2%&0.8% | 12.0%[11.4 µM] | 81.0%[activator] | -14.2%&-22.5% | -5.2%&-13.4% | 8.6%&-13.9% | -5.0%&0.3% | 30.4%&3.6%
Cc1ccc(NC(=O)Cn2ccsc2=N)c([N+](=O)[O-])c1 | 1.9 | -5.9% | -7.6% | ? | ? | -15.4% | 1.1% | 0.5% | 52.2%
Cc1ccc(C)c(Cn2c(C(=O)O)c(CNCc3cccs3)c3ccccc32)c1 | -9.3 | -2.9% | 9.2% | . | -27.0% | -8.2% | -7.9% | 5.3% | 9.0%
CC1(C)CC(=O)C2=C(C1)N(N1CCOCC1)C(N)=C(C#N)C2c1cccnc1 (stereo not given) | -3.1 | -8.6% | 6.7% | 20.9% | 44.9%[activator] | 1.3% | -3.5% | 6.3% | 36.7%
COc1ccccc1N/C=C/c1onc(C)c1[N+](=O)[O-] | -6.6 | -16.0% | -4.8% | -0.5% | -11.1% | -10.3% | -6.9% | 0.7% | 6.1%
COc1ccc(OCCC(=O)OCC(=O)Nc2cccc(S(=O)(=O)N3CCOCC3)c2)cc1 | -3.9 | -11.5% | -3.3% | -1.1% | 8.7% | -12.3% | -2.1% | 8.9% | 43.7%[activator]
CCOC(=O)N1CCN(C(=O)c2cn(CCOC)c(=O)c3c2c2ccccc2n3C)CC1 | -2.5 | -6.8% | -16.5% | -3.1% | -13.2% | 2.2% | 2.4% | -2.8% | 9.9%
O=C(O)CC1(CC(=O)N2CCOCC2)CCCC1 | -2.0 | 6.1% | -7.9% | 48.3%[activator] | 0.9% | -7.7% | 2.2% | -3.7% | 28.3%
N#Cc1ccc(C23CC4(C2)[C@H](CN(CC2CCCCC2)[C@@H]4c2ccccc2)C3c2ccc(C(F)(F)F)cc2)cc1 (stereo not given in full) | . | -9.1%&-21.9% | . | 12.7%&0.9% | ? | . | . | . | 3.4%

molecule | LDHA inh | Anesthetic bind | RGS4 inh | APE1 inh | 12-LOX inh | POLH inh | POLK inh | ERG Ets-DNA blk | POLB inh
CC1CCN(c2ccc(C(=O)O)cc2NS(=O)(=O)c2ccc(Br)cc2)CC1 | -1.7 | -9.0% | -13.6% | -1.4% | ? | -12.1% | -12.8% | 3.1% | 1.3%
CNC(=O)Nc1ccc2nc(C)oc2c1 | -0.8 | -0.6% | -10.9% | 0.5% | 157.4%[activator] | -12.9% | -0.2% | 4.1% | ?
Cc1cc(=O)oc2c3c(cc(OCC(=O)NCC(=O)N[C@H](C(=O)O)C(C)C)c12)OC(C)(C)CC3 | -5.3 | 24.8% | 7.7% | 44.8% | 7.0% | -8.5% | 4.5% | -1.0% | -15.1%
Cc1[nH]n(-c2ccccc2)c(=O)c1/C=C1/C=c2ccccc2=N1 | -11.5 | -13.3% | -3.0% | ? | -7.4% | -7.6% | -14.2% | 6.4% | 53.9%
Cc1ccc(C(=O)CC(C(=O)O)c2cn(CCC#N)c3ccccc23)cc1 (stereo not given) | -5.7 | -9.7% | ? | 0.0% | -12.1% | -11.8% | -7.7% | 2.4% | 1.0%
CCc1cccc(NC(=O)CSC2=Nc3ccccc3N=C(c3ccc(F)cc3)C2)c1 | -5.6 | -3.1% | 4.9% | . | -7.9% | -13.0% | -13.1%[60.1 µM] | 4.6% | -4.0%
Cc1cccc(N2CCN(C(=O)c3ccc4nc(N5CCC(C)CC5)sc4c3)CC2)c1C | -3.6 | -7.4% | 1.6% | . | -17.4% | -15.5% | -16.2% | -2.4% | -4.8%
CC1=CC(C)(C)NC(=S)N1c1cccc2cc(S(=O)(=O)O)ccc12 | 10.8 | 0.9% | -51.3% | ? | ? | 12.6µM* | -18.2% | 0.4% | 50.1µM*
Cc1cccc(OCC(=O)Nc2nnc(S(=O)(=O)N3CCCCCC3)s2)c1 | -2.6&-1.3 | ? | -2.7%&16.8% | -4.4% | 11.6%[57.4 µM] | -26.7%&-27.7% | -13.1%&3.8% | 3.8%&-1.1% | ?
CCOC(=O)C1CCN(C(=O)C2c3ccccc3C(=O)N(C)C2c2ccc(OC)cc2)CC1 (stereo not given) | -12.0 | 5.4% | 1.4% | 17.2% | 0.0% | -6.7% | -14.2% | -7.2% | 6.1%
O=S(=O)(NCc1cn2ccccc2n1)c1ccccc1F | -1.9 | -10.0% | 5.8% | 2.9% | -11.7% | -17.7% | -9.4% | 4.7% | 0.4%
O=C(NCC1CCCO1)c1nnc(Cc2ccc(F)cc2)o1 (stereo not given) | -6.1 | -12.4% | 12.1% | 8.9% | 13.7% | -0.7% | -4.5% | -2.7% | 1.0%
Cc1ccc2c(c1)N(C(=O)NCc1ccccc1)CCO2 | 0.7 | 5.2% | 2.6% | . | -1.8% | -9.4% | -14.4% | 2.9% | -1.4%
Cc1cccc(C)c1NC(=O)N1CC=CCC1 | -6.5 | 37.8%[activator] | 26.3% | 5.5% | 0.0% | -10.9% | 1.0% | 4.6% | 3.1%
Cc1ccc(S(=O)(=O)N2CCCCC2)cc1NC(=O)c1ccc(Cl)nc1 | -2.3 | . | -6.9% | 16.4% | 4.0% | -21.2% | -17.9% | -0.5% | .
NC(=O)c1ccc(NC(=O)C2COc3ccccc3O2)cc1 (stereo not given) | -5.4 | -14.8% | -13.0% | -10.0% | 0.0% | -13.9% | -0.8% | 2.7% | 6.6%
COc1ccc(-c2csc(C3=C(O)CN(Cc4ccc(S(N)(=O)=O)cc4)C3=N)n2)cc1OC | -3.0 | -7.5% | -5.9% | -5.1% | 3.4% | ? | 4.6% | -2.5% | 19.5%
Cc1onc(-c2ccccc2Cl)c1C(=O)Nc1ccc(N2CCOCC2)cc1 | 6.4 | ? | -2.3% | -6.4% | -4.6% | -13.6% | -8.1% | -8.4% | 2.2%
COc1ccc(OC)c(S(=O)(=O)NCC(c2ccc(N(C)C)cc2)N2CCOCC2)c1 (stereo not given) | -0.8 | 9.2% | 11.7% | . | -6.3% | 11.7% | -2.2%[60.1 µM] | -5.4% | 1.9%
CCC(C)(C)NC(=O)CN(C(=O)c1ccc(N2CCCC2)nc1)c1ccc(F)cc1 | -1.0 | -11.6% | 4.1% | -7.8% | 24.4% | -13.7% | -6.3% | -3.4% | 5.0%
CC(CCc1ccccc1)N1CCN(C)CC1 (stereo not given) | -4.9 | -3.5% | 20.3% | -18.2% | 1.9% | -0.7% | -11.4% | 1.9% | -6.9%
CC(=O)CSc1nnc(CSc2ncccn2)n1C1CCCCC1 | 0.9 | -8.5% | 7.5% | 9.0% | 22.4% | -7.6% | -13.0% | -3.9% | 13.7%
CCC(C(=O)NC(C)(C)C)N(Cc1ccco1)C(=O)Cn1nnc(-c2ccc(F)cc2)n1 (stereo not given) | -4.9 | -14.5% | -2.7% | 1.4% | 11.2% | -17.0% | -16.8% | 14.1% | -1.3%

Compound activity: PubChem BioAssay, National Center for Advancing Translational Sciences (NCATS)

Some of the compounds tested (hit frequency here may not be typical).
